# BLM helicase inh – Bloom syndrome helicase (human) inhibition; hit rate 0.2% among 350,000; recombinant BLM DNA unwinding, fluorescence dequenching; P54132; Potency, µM (doses to about 56.1 µM), for the others: top-dose activity change, negative = inhibition, hits mostly inhibitors; AID 2528;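 further: plate controls were vehicle for no effect and no enzyme for full effect; nearly all actives have a fitted effect of over 35% in size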
# Pol beta inh – blocks human DNA polymerase beta activity. P06746. Pol beta primer extension/strand displacement, fluorescence kinetic. Potency, µM (top dose mostly 114 µM), for the others: at the highest dose activity change, negative = inhibition, most hits filed as inhibitors. hit rate 1.3% among 340,000; further: on the % scale 0 is the no-effect control and ±100 the full control effect
#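 Curves were derived by four-parameter Hill fits of normalized qHTS data. The kinetic fluorescent primer-extension read was taken at 0 and 10 min after 50 nM substrate, following a 15 min room-temperature preincubation of 10 nM enzyme with compounds.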
# POLK inh – DNA polymerase kappa (human) inhibition; Q9UBT6; purified Pol kappa, fluorescent DNA synthesis assay, 10 min; Potency, µM (series often up to 107 µM), for the others: at the highest dose activity, negative = inhibition, hits mostly inhibitors; hit rate 0.53% among 400,000; AID 588579; further: on the % scale 0 is the no-effect control and ±100 the full control effect
#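 Kinetic fluorescence readout at 0 and 10 min followed reaction start with substrate at 50 nM final. Beforehand, enzyme (10 nM Pol kappa) stood 15 min with compound at room temperature; buffer-only wells were negative controls.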
# POLI inh – inhibitors of human DNA polymerase iota | hit rate 1% among 390,000 | Potency, µM (doses to about 115 µM), for inactives: at the top dose activity, negative = inhibition, usual class: inhibitors | Pol iota fluorescent replication assay, 10 min | Q9UNA4 | AID 588590
#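 Pol iota at 10 nM preincubated 15 min with compounds at room temperature; reaction started with fluorescent substrate, 50 nM final. Fluorescence read kinetically at 0 and 10 min; buffer-only wells as negative control.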
# JMJD2A Tudor – blocks the human JMJD2A Tudor domain | Potency, µM (titrated, usually from 114 µM), for inactives: at the highest dose activity change, negative = inhibition, usual class: inhibitors | hit rate 4.4% among 390,000 | O75164 | AlphaScreen JMJD2A-Tudor / H3K4me3 peptide binding; further: on the % scale 0 is the no-effect control and ±100 the full control effect; nearly all actives have a fitted effect of over 50% in size
# Target sequence (O75164 whole entry, looked up, the tested form may be a part): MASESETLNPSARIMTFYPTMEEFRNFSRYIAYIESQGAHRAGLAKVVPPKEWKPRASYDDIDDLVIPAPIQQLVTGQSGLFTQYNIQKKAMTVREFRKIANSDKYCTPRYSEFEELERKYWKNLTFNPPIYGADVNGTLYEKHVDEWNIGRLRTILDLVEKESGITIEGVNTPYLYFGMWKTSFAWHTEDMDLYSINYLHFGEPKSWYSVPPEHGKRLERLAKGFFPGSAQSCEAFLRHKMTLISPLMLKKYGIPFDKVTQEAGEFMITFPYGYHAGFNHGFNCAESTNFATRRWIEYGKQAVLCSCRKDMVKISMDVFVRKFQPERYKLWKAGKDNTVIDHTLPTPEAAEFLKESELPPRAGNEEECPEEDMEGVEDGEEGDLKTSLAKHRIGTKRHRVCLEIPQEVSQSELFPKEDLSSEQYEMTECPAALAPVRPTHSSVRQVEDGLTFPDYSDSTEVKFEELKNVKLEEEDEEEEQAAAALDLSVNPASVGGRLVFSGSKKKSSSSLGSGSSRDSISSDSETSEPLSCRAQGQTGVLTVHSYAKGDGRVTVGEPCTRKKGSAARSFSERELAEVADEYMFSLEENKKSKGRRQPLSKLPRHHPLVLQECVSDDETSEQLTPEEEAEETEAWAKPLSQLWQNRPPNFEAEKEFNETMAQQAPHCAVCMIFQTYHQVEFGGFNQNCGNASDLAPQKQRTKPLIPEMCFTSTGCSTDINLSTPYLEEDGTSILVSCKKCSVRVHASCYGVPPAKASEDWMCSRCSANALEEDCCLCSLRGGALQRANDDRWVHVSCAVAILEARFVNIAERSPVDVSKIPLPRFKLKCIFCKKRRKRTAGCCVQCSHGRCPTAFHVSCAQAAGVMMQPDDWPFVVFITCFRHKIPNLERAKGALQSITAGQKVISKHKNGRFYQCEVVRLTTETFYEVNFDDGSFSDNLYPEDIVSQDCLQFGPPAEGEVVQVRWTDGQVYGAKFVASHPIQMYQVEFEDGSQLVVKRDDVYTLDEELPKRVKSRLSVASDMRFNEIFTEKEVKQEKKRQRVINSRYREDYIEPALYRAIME
# G9a block – inhibitors of human histone lysine methyltransferase G9a. Q96KQ7. G9a H3K9 monomethylation, AlphaScreen, 2 h. Potency, µM (highest dose often 102 µM), without a hit: at the highest dose activity, negative = inhibition, actives largely listed as inhibitors. hit rate 8.8% among 350,000; further: on the % scale 0 is the no-effect control and ±100 the full control effect; nearly all actives have a fitted effect of over 75% in size
#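 Enzyme 20 nM + cpd, 15 min RT; add b-H3K9 pep 500 nM / SAM 20 uM; 2 h RT; anti-H3K9me1 Ab 0.5 ug/mL + SA donor / anti-rabbit acceptor beads 20 ug/mL each, 10 min; AlphaScreen read.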
# POLH inh – DNA polymerase eta (human) inhibition | recombinant Pol eta, fluorescent DNA replication assay | Potency, µM (titrated, usually from 114 µM), for the others: at the highest dose activity change, negative = inhibition, most hits filed as inhibitors | AID 588591 | hit rate 1.2% among 390,000 | Q9Y253; further: on the % scale 0 is the no-effect control and ±100 the full control effect
#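 Pol eta (10 nM) was preincubated with compounds for 15 min at room temperature, after which fluorescent replication substrate (50 nM final) was added to start the reaction. Fluorescence was read kinetically at 0 and 10 min.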
# BAZ2B block – blocks human BAZ2B | AlphaScreen BAZ2B-H3K14Ac peptide displacement | hit rate 4.4% among 360,000 | Potency, µM (doses to about 114 µM), for inactives: at the highest dose activity change, negative = inhibition, actives largely listed as inhibitors; further: on the % scale 0 is the no-effect control and ±100 the full control effect; nearly all actives have a fitted effect of over 60% in size
#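 In this displacement format the biotinylated H3(5-23) peptide acetylated at Lys14 serves as ligand at 50 nM, with BAZ2B at 50 nM in PBS pH 7.4 containing 0.01% Tween-20. Donor and acceptor beads are 10 ug/mL final.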
# APEX1 inh – blocks human APE1 abasic DNA cleavage; hit rate 0.35% among 350,000; recombinant APE1, TAMRA/BHQ-2 abasic DNA cleavage fluorescence; Potency, µM (highest dose often 65.8 µM), for inactives: at the top dose activity change, negative = inhibition, hits mostly inhibitors; P27695; AID 2517;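 further: plate controls were vehicle for no effect and reference inhibitor for full effect; nearly all actives have a fitted effect of over 55% in size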
#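 Kinetic fluorescence read (525 ex/598 em nm, three reads 60 s apart) of AP-site incision; signal = third minus first read. Enzyme 0.75 nM, dual-labelled THF duplex 50 nM, compound preincubation 15 min RT.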
# The depositor's hits bear a star; u = inconclusive; x = not tested or not shown; [ ] = another dose, or the depositor's remark. The call rests on the fitted dose curve; in most records, active means well fitted curve in the direction sought with a large enough effect; inconclusive means small, poorly fitted or top-dose-only effect, or another doubt; inactive means no such curve, though single readings can be large; an effect the other way counts as inactive or inconclusive. Potency means the concentration at half of the fitted maximal effect. Only part of the results is shown (hit frequency here may not be typical).
compound	BLM helicase inh	Pol beta inh	POLK inh	POLI inh	JMJD2A Tudor	G9a block	POLH inh	BAZ2B block	APEX1 inh
O=c1[nH]c2c(Br)cnc([N+](=O)[O-])c2[nH]1	-3%	28%	-2%	28%	-3%	-25%	-17%	-17%	0%
CCOc1cc(C(=O)NCCC(=O)N2CCC3(CC2)NCCc2[nH]cnc23)cc(OCC)c1OCC	-1%	4%	-1%	34%[activator]	-12%	10%[59 µM]	7%	-38%	5%
CCCOc1ccccc1C(=O)N(Cc1cccs1)C1CCS(=O)(=O)C1 (configuration not stated)	-2%	0%	1%	13%	5%	16%[59 µM]	-2%	-1%	0%
CCCCNc1nc2c(c(=O)n(C)c(=O)n2C)n1Cc1cccc(OC)c1	5%	4%	-1%	40%[activator]	-28%	11%[59 µM]	-12%	6%	18%
CC(=O)c1cccc(NC(=O)c2ccc3c(c2)C(=O)N(Cc2cccnc2)C3=O)c1	-11%	u	-9%	16%	-23%	x	-7%	-11%	-19%
CCN(C(=O)COC(=O)CCNS(=O)(=O)c1ccccc1F)c1c(N)n(Cc2ccccc2)c(=O)[nH]c1=O	x	x	-12%	22%	-21%	x	0%	x	17%
CCC(NC(=O)CCl)c1ccc(C)cc1 (configuration not stated)	-2%	-7%	-9%	146%[activator]	56µM*	-40%	1%	-22%	-6%
Cc1nc(SC2CC(=O)N(c3ccc([N+](=O)[O-])cc3)C2=O)nc2c1CCCC2 (configuration not stated)	-7%	10%	5%	9%	-17%	7%[0.501 µM]	-16%	u	-5%
Cc1ccc(C)n1-c1nnc(N2CCCC(C(=O)NCc3cccc(F)c3)C2)s1 (configuration not stated)	-5%	34%[activator]	-4%	9%	-19%	14%[59 µM]	-9%	-12%	x
CC(=O)C1=C(O)C(=O)N(Cc2ccco2)C1c1cccc(F)c1 (configuration not stated)	0%	15%	3%	148%[activator]	-15%	-47%	-19%	2%	12%
CC(C)(C)[C@H]1COC(=O)[C@H](NC(=O)OCC2c3ccccc3-c3ccccc32)C/C=C\C[C@@H](CC(=O)N[C@H](CO)Cc2ccccc2)C(=O)N1	x	x	2%	-5%	-16%	x	0%	x	-16%
CCN(CC)S(=O)(=O)c1ccc2c(c1)N(CC(=O)N1CCN(c3cccc(C(F)(F)F)c3)CC1)C(=O)CO2	-6%	14%	-20%[60.1 µM]	14%	-21%	-9%[59 µM]	-22%	0%	x
O=c1c(Cc2ccc(F)cc2)c(O)ccn1C1CCCCC1	-2%	u	1%	8%	6%	-3%	-25%	-6%	-4%
O=C(CCN1C(=O)c2ccccc2C1=O)Nc1ccccc1C(=O)N1CCOCC1	-1%	36%	-3%	2%	-17%	6%[12.7 µM]	-4%	5%	-4%
COC(=O)Cc1ccc(NC(=S)Nc2cccc(C)n2)cc1	-3%	31%	-1%	151%[activator]	2%	x	u	-10%	2%
CN(C[C@@H](Cc1cccc2ccccc12)N(C[C@H](Cc1ccccc1)N(CCc1ccccc1)N=O)N=O)N=O	-3%	0%	-17%	-9%	-29%	-28%[12.7 µM]	-8%	u	-3%
S=C(NCCSCc1c(Cl)cccc1Cl)Nc1ccccc1	-11%	13%	-1%	-4%	-10%	45%[12.7 µM]	-2%	-10%	-3%
COC(=O)CC1=Nc2ccccc2NC(=O)C1	-7%	15%	-20%	31%[activator]	-10%	-1%[12.7 µM]	-2%	-8%	13%
Cc1cccc(C)c1NC(=O)CSc1nnc(NC(=O)c2ccccc2C(=O)O)s1	-1%	1%	-13%	7%	-2%	50µM*	4%	-15%	0%
O=C(O)C1CC(=O)N(Cc2ccc(F)cc2)C1 (configuration not stated)	3%	11%	-12%	11%	-25%[11.4 µM]	-30%[12.7 µM]	-18%	4%	-1%
CCCSc1ccc([C@H]2N[C@@](CC(C)C)(C(=O)OC)[C@H]3C(=O)N(CC)C(=O)[C@@H]23)cc1	x	x	-15%	5%	-17%	x	-15%	x	-4%
CCN(Cc1cc2ccccc2[nH]c1=O)C(=O)C(C)C	-2%	9%	6%	-5%	-29%	3%	-5%	-2%	-2%
CCOC(=O)c1cc(C(O)(C(F)(F)F)C(F)(F)F)c(/N=C/N(C)C)o1	-2%	30%	-5%	35%[activator]	-20%	u	-15%	-3%	-8%
NC(=O)C1CN(C(=O)c2cccc(S(=O)(=O)N3CCc4ccccc43)c2)c2ccccc2O1 (configuration not stated)	x	x	-15%	-12%	-20%	-7%[12.7 µM]	-5%	-21%	17%
O=C(COC(=O)c1ccccc1Cl)NCCC1=CCCCC1	2%	-2%	-6%	-10%	7%	25%	-7%	18%	-4%
CCOC(=O)c1ccc(S(=O)(=O)NCCN(CC)CC)cc1	-1%	48%	-18%	-13%	-8%	u	-11%	-18%	-11%
Cc1c(N=C2SCC(=O)N2c2c(C)n(C)n(-c3ccccc3)c2=O)c(=O)n(-c2ccccc2)n1C	-1%	u	-9%	31%	-2%	1%	-3%	12%	1%
Cc1cccc(-c2nn3c(=O)cc(CN4CCN(C(=O)c5ccccc5Br)CC4)nc3s2)c1	0%	-12%	-3%[60.1 µM]	-10%	4%	-16%[59 µM]	-4%	5%	x
CCOC(=O)C1CCN(CC(=O)Nc2c(C(=O)OC)[nH]c3cccc(Cl)c23)CC1	-1%	18%	-11%	-4%	-21%	15%[59 µM]	4%	x	1%
Cn1ccnc1COc1ccc(C=O)cc1	-1%	1%	-3%	152%[activator]	-10%	3%	-9%	2%	11%
Cc1ccn2c(NCc3ccccc3)c(-c3cccc(SC4CCCCC4)c3)nc2c1	x	x	2%	-3%	-28%	x	-18%	x	10%
Cc1[nH]c2ccccc2c1C(=O)CN1CCCCC1CCO (configuration not stated)	-1%	-17%	3%	27%	-10%	-3%	-15%	-3%	0%
COc1c(C)cc(S(=O)(=O)N2CCCC2)c(C)c1C	2%	8%	-10%	10%	-1%	26%[59 µM]	-5%	-1%	7%
CC1=NN(C(=O)c2ccc(C)o2)C(O)(c2ccccc2)C1 (configuration not stated)	3%	-2%	-2%	28%	-32%	26%[59 µM]	-17%	u	6%
CNc1ccc(-c2nc(-c3ccncc3)no2)cc1[N+](=O)[O-]	-1%	2%	6%	13%	-9%	u	-10%	-20%	x
O=C(COC(=O)CCS(=O)(=O)c1ccc(Cl)cc1)Nc1ncc(Cl)cc1Cl	-8%	9%	-11%	3%	0%	3%[59 µM]	1%	1%	0%
Cn1c(=O)c2c(nc(CN3CCN(c4ccccc4F)CC3)n2CCN2CCOCC2)n(C)c1=O	-8%	-2%	-3%	21%	5%	u	-17%	7%	4%
COc1ccc(/C(N)=N/OC(=O)CC2CCCCC2)cc1OC	-1%	-20%	-6%	18%	20%	102%[activator]	-18%	20%	44%[activator]
Cc1cccc(-c2noc(-c3ccccc3C(=O)NCC3CCCO3)n2)c1 (configuration not stated)	6%	1%	-8%	u	-15%	-12%[59 µM]	-4%	-33%	2%
CCN(CC)CCCN1C(=O)C(=O)/C(=C(/O)c2cc(C)ccc2C)C1c1cccnc1 (configuration not stated)	0%	31%	-14%	u	-9%	-1%	7%	-3%	-1%
O=C1C=C(O)c2c(O)cccc2C1=O	-2%	16µM*	x	x	x	82%[activator][59 µM]	x	-8%	u
Cc1csc(SCC(=O)NCc2cccc(Cl)c2)n1	-1%	-21%	0%	-5%	-8%	2%	-1%	-2%	1%
CC(C)C[C@H](NC(=O)c1[nH]cnc1C(=O)N[C@@H](C)C(=O)OC(C)(C)C)C(=O)OC(C)(C)C	-28%	-20%	-6%	14%	-18%	26%[12.7 µM]	-25%	9%	12%
CSc1ccc(Cl)c(C(=O)OCC(=O)N2CCOCC2)c1	-2%	2%	5%	-2%	-6%	-1%[59 µM]	-14%	23%	-1%
COc1ccc2c(C)c(CC(=O)N3CCN(C(=O)C4COc5ccccc5O4)CC3)c(=O)oc2c1 (configuration not stated)	1%	-11%	-20%	-5%	u	13%	4%	-12%	24%

# Some of the entries so far, with each value named.
> COc1ccc(/C(N)=N/OC(=O)CC2CCCCC2)cc1OC
  BLM helicase inh: -1%
  Pol beta inh: -20%
  POLK inh: -6%
  POLI inh: 18%
  JMJD2A Tudor: 20%
  G9a block: 102%[activator]
  POLH inh: -18%
  BAZ2B block: 20%
  APEX1 inh: 44%[activator]

> Cc1cccc(-c2noc(-c3ccccc3C(=O)NCC3CCCO3)n2)c1 (configuration not stated)
  BLM helicase inh: 6%
  Pol beta inh: 1%
  POLK inh: -8%
  POLI inh: u
  JMJD2A Tudor: -15%
  G9a block: -12%[59 µM]
  POLH inh: -4%
  BAZ2B block: -33%
  APEX1 inh: 2%

# The list goes on.
compound	BLM helicase inh	Pol beta inh	POLK inh	POLI inh	JMJD2A Tudor	G9a block	POLH inh	BAZ2B block	APEX1 inh
O=C(CN1C(=O)NC2(CCCC2)C1=O)Nc1ccc(Cl)c(C(F)(F)F)c1	-5%	14%	-2%	-1%	-7%	17%	-19%	11%	-3%
COc1ccc(C(C)NC(=O)c2ccccc2Br)cc1OC (configuration not stated)	-5%	7%	1%	9%	-7%	-5%	-14%	-20%	-1%
c1ccc(CN2CCN(Cc3cn4cccnc4n3)CC2)cc1	-3%	-9%	-10%	22%	-15%	7%	-3%	-15%	-3%
Cc1cccc(/C=C/c2onc(C)c2S(=O)(=O)N2CCC(C(=O)NC(C)C)CC2)c1	0%	-9%	-3%	-13%	-15%	15%	-4%	6%	13%
C[C@@]12CCC=C[C@H]1[C@H](c1ccc(F)c(/C=C/c3ccccc3)c1)N(Cc1ccccc1)C2=O	-9%	0%	-14%	2%	-17%	-22%[59 µM]	-15%	-12%	-2%
CC(NC(=O)COC(=O)c1cc([N+](=O)[O-])ccc1N1CCOCC1)c1ccc(F)cc1 (configuration not stated)	x	x	u	u	u	u	56µM*	50µM*	-7%
COCC1CCCCN1C(=O)c1ccc2oc(CCc3ccccc3)nc2c1 (configuration not stated)	-1%	27%	-13%	13%	0%	x	-1%	-5%	-5%

# 4 entries out of the list above, arranged by the value under BAZ2B block, descending:
SMILES | BAZ2B block
O=C(CN1C(=O)NC2(CCCC2)C1=O)Nc1ccc(Cl)c(C(F)(F)F)c1 | 11%
C[C@@]12CCC=C[C@H]1[C@H](c1ccc(F)c(/C=C/c3ccccc3)c1)N(Cc1ccccc1)C2=O | -12%
c1ccc(CN2CCN(Cc3cn4cccnc4n3)CC2)cc1 | -15%
COc1ccc(C(C)NC(=O)c2ccccc2Br)cc1OC (configuration not stated) | -20%
